PI4K2A inh = inhibitors of human PI4K2A. hit rate 0.13% among 420,000. Q9BTU6. purified PI4K2A, ADP-Glo luminescence, 1 h; hits give low values. activity change, negative = inhibition, % at 76.9 µM; in the data active means activity change below about -50%; inconclusive means mostly about -30% to -49%;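 further: -100% = wells without enzyme as full effect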
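ADP-Glo luminescence measured ADP generated by PI4K2A enzyme (4 ug/mL before mixing) with 1.2 mM PI substrate (pre-mix) and 300 microM ATP (pre-mix). Tris pH7.5 buffer with MgCl2, Triton X-100; 1 h reaction at ambient temperature.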
HP1b binding inh = blocks HP1-beta chromodomain binding to methylated histone tails. P83916. AlphaScreen HP1-beta / biotin-H3K9me3 peptide binding. Potency, µM (top dose mostly 114 µM), for the others: top-dose activity change, negative = inhibition, hits mostly inhibitors. hit rate 0.56% among 390,000. AID 540317; further: potency means the concentration at half of the fitted maximal effect; nearly all actives have a fitted effect of over 70% in size; inactives centre near 23
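AlphaScreen: HP1-beta (50 nM) preformed 30 min with biotin-H3(1-18)K9me3 peptide (50 nM) in PBS pH 7.4, 0.01% Tween-20. Compound added for 30 min at RT, then streptavidin donor/nickel chelate acceptor beads (10 ug/mL) for 30 min.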
G9a block = G9a (human) methyltransferase inhibition; Potency, µM (titrated, usually from 102 µM), for inactives: at the highest dose activity, negative = inhibition, actives largely listed as inhibitors; hit rate 8.8% among 350,000; G9a H3K9 monomethylation, AlphaScreen, 2 h; Q96KQ7; further: potency means the concentration at half of the fitted maximal effect; on the % scale 0 is the no-effect control and ±100 the full control effect; nearly all actives have a fitted effect of over 75% in size
Target sequence (Q96KQ7 913-1193 limits assumed): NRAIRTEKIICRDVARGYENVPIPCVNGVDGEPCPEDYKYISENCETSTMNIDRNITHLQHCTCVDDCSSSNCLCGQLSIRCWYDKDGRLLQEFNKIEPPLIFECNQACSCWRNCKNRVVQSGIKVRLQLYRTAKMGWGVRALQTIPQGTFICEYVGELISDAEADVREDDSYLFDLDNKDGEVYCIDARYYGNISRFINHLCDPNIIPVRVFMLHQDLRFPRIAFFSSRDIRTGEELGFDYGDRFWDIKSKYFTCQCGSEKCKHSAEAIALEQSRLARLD
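Enzyme 20 nM + cpd, 15 min RT; add b-H3K9 pep 500 nM / SAM 20 uM; 2 h RT; anti-H3K9me1 Ab 0.5 ug/mL + SA donor / anti-rabbit acceptor beads 20 ug/mL each, 10 min; AlphaScreen read.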
JMJD2A Tudor inh = JMJD2A Tudor domain (human) inhibition; O75164; AlphaScreen JMJD2A-Tudor / H3K4me3 peptide binding; Potency, µM (highest dose often 114 µM), for inactives: at the highest dose activity change, negative = inhibition, actives largely listed as inhibitors; hit rate 4.4% among 390,000; AID 504339; further: potency means the concentration at half of the fitted maximal effect; on the % scale 0 is the no-effect control and ±100 the full control effect; nearly all actives have a fitted effect of over 50% in size
ERG-DNA inh = ERG Ets/DNA interaction inhibition; P11308; fluorescence polarization, His-ERG Ets domain / labelled DNA; Potency, µM (highest dose often 76.9 µM), inactives show at the highest dose FP activity, negative = inhibition, usual class: inhibitors; hit rate 0.028% among 370,000; active means well fitted inhibition curve with a large enough effect in the polarisation, with a control signal flat; inconclusive means small, poorly fitted or top-dose-only effect, or effect the other way, or a change in a side signal; inactive means no such curve, though single readings can be large or run the other way; the % refers to the polarisation;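 further: polarization taken with two DNA probes labelled with fluorescein and Texas red; potency means the concentration at half of the fitted maximal effect; % of control where 0% means no effect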
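His-tagged ERG Ets domain (1 uM in the protein solution; 300mM KCl, 50mM Tris-HCl, 1mM EDTA, 1mM DTT, pH 7.5) received compound, then a probe mix of 5 nM fluorescein-DNA and 100nM Texas-615-DNA. Fluorescence polarization was read for both dyes.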
RGS4 inhibitor = blocks human RGS4-accelerated GTP hydrolysis; hit rate 0.039% among 390,000; Potency, µM (doses to about 114 µM), for the others: at the highest dose activity change, negative = inhibition, most hits filed as inhibitors; Transcreener GDP fluorescence polarization, RGS4-accelerated GTP hydrolysis; P49798; further: potency means the concentration at half of the fitted maximal effect; on the % scale 0 is the no-effect control and ±100 the full control effect; nearly all actives have a fitted effect of over 75% in size; some results filed as inactive show a strong effect at the top dose
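MLSMR compounds (23 nl, pin-transferred) preincubated 10 min at room temperature with a 500nM (2x) first reagent, then RGS4 at 900nM (2x) plus Transcreener GDP mix added; fluorescence polarization (620/688 nm) read before and after 90 min at 30 °C.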
BAZ2B block = blocks human BAZ2B. hit rate 4.4% among 360,000. Potency, µM (titrated, usually from 114 µM), for inactives: at the highest dose activity change, negative = inhibition, hits mostly inhibitors. AlphaScreen BAZ2B-H3K14Ac peptide displacement; further: potency means the concentration at half of the fitted maximal effect; on the % scale 0 is the no-effect control and ±100 the full control effect; nearly all actives have a fitted effect of over 60% in size
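Multi-concentration screen (max 110 uM) measuring displacement of acetylated histone H3 peptide from BAZ2B by AlphaScreen, using 50 nM protein, 50 nM peptide and 10 ug/mL streptavidin donor plus Ni-chelate acceptor beads.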
GLS inhibitor = glutaminase GLS (human) inhibition. GLS enzymatic activity, qHTS titration. Potency, µM (highest dose often 45.5 µM), for inactives: top-dose activity change, negative = inhibition, most hits filed as inhibitors. hit rate 0.21% among 410,000. AID 624170; further: potency means the concentration at half of the fitted maximal effect; on the % scale 0 is the no-effect control and ±100 the full control effect
Target sequence (O94925 whole entry, looked up): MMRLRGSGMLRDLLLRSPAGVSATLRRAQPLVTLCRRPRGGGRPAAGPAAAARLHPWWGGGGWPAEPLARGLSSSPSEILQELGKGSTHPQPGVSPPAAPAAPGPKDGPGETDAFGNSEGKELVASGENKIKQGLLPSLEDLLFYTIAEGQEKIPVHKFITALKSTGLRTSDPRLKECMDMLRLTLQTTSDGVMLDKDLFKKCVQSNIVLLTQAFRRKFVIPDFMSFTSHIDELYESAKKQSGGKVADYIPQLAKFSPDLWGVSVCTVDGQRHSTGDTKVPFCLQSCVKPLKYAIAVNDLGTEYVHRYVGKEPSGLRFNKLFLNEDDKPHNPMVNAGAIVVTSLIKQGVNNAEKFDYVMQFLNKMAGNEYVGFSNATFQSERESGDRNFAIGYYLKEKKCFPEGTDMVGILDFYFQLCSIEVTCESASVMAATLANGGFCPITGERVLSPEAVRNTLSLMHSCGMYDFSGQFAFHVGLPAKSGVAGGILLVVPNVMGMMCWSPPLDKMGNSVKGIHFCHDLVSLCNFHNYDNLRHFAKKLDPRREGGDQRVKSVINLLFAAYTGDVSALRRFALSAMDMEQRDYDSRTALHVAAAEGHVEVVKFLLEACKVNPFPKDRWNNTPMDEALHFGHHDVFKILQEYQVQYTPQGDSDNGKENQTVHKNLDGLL
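hKGA; 45 mM KH2PO4 pH 8.2 + 0.02% Tween-20; cpd via pin tool; 1 mM Gln soln; GluOx/HRP/Amplex Red; RT 30 min; fluor. t0 & final.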
12-LOX inh = blocks human arachidonate 12S-lipoxygenase | P18054 | purified 12hLO, xylenol orange hydroperoxide absorbance | Potency, µM (highest dose often 108 µM), inactives show top-dose activity change, negative = inhibition, usual class: inhibitors | hit rate 1.1% among 580,000; further: potency means the concentration at half of the fitted maximal effect; on the % scale 0 is the no-effect control and ±100 the full control effect
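Purified human 12hLO (150 nM final) in 25 mM Hepes, 0.01% Triton X-100, pH 7.0 was preincubated 15 min at room temperature with compound. Then 40 uM arachidonic acid was added, 30 min. Hydroperoxide was read by Fe-XO absorbance ratio 573/405 nm.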
Active calls of the source: *; ? = inconclusive; nt = not tested or not shown; & = joins results of further samples; [ ] = dose if it differs, or a comment. Unless noted, the call rests on the fitted dose curve; in most records, active means well fitted curve in the direction sought with a large enough effect; inconclusive means small, poorly fitted or top-dose-only effect, or another doubt; inactive means no such curve, though single readings can be large; an effect the other way counts as inactive or inconclusive. These rows are one share of the data, so the mix of outcomes need not match the whole.

The opening 3 compounds, ahead of the listing:
SMILES	PI4K2A inh	HP1b binding inh	G9a block	JMJD2A Tudor inh	ERG-DNA inh	RGS4 inhibitor	BAZ2B block	GLS inhibitor	12-LOX inh
CC(C)OC(=O)CSc1nc(-c2ccc(F)cc2)cc(C(F)(F)F)n1	-10	208%[activator]	8%[59 µM]	97%[activator]	8%	-12%	141%[activator]	-2%	-13%
CN1CCC(NC(=S)Nc2cccc([N+](=O)[O-])c2)CC1	-3	6%	45µM*	-13%	10%	-30%	-20%	3%	-15%
Cc1ccc(CN(C(=O)c2ccccc2)c2ccccn2)o1	2	45%[activator]	-28%[59 µM]	-29%	2%	23%	?	3%	-7%&-5%

The listing (from the top)
SMILES	PI4K2A inh	HP1b binding inh	G9a block	JMJD2A Tudor inh	ERG-DNA inh	RGS4 inhibitor	BAZ2B block	GLS inhibitor	12-LOX inh
CC(C)OC(=O)CSc1nc(-c2ccc(F)cc2)cc(C(F)(F)F)n1	-10	208%[activator]	8%[59 µM]	97%[activator]	8%	-12%	141%[activator]	-2%	-13%
CN1CCC(NC(=S)Nc2cccc([N+](=O)[O-])c2)CC1	-3	6%	45µM*	-13%	10%	-30%	-20%	3%	-15%
Cc1ccc(CN(C(=O)c2ccccc2)c2ccccn2)o1	2	45%[activator]	-28%[59 µM]	-29%	2%	23%	?	3%	-7%&-5%
O=C(OCC(=O)N1CCOCC1)c1ccc(Cl)nc1	2	26%	nt	-1%	2%	-21%	3%	6%	-7%
O=C(Oc1cccc(/C=N/NC(=O)c2ccccn2)c1)c1ccc([N+](=O)[O-])cc1	6	21%	60%[activator]	?	17%	-22%	-26%	3%	2%
CCONC(=O)Nc1ccccc1	2	26%	12%	-3%	3%	-2%	6%	-8%	20%
Cc1cccc(N2C(=O)c3cccc4c(N5CCCCC5)c([N+](=O)[O-])cc(c34)C2=O)c1C	1	?	-11%[59 µM]	?	-2%	-12%	?	0%	-22%
CCC(=O)NC(c1ccc(C)cc1)c1cc(Cl)c2cccnc2c1O (stereo unspecified)	-2	35%	nt	-8%&-9%	nt	-6%	nt	0%	nt
CCN(CCCNC(=O)c1cc2cc3ccc(OC)cc3nc2s1)c1cccc(C)c1	0	13%	-30%[59 µM]	?	-3%	-45%	?	3%	?
CN(Cc1ccccc1)CC(O)COc1ccc(CNCc2ccc(Cl)s2)cc1 (stereo unspecified)	0	3%	?	-25%	-2%	-7%	?	-4%	-7%
Cc1ccccc1OCC(=O)Nc1nnc(S(=O)(=O)N2CCCCCC2)s1	0	-11%	-41%[59 µM]	-30%	1%	25%	-29%	2%	-21%
Cc1cc(C(=O)NNC(=O)C(C)(C)Oc2ccc(Cl)cc2)c(C)o1	1	26%	nt	-27%	-6%	-3%	nt	3%	-16%
CCOC(=O)CSc1nnc(NC(=O)CCc2ccccc2)s1	1	12%[57 µM]	3%[59 µM]	-1%	2%	23%	-4%	5%	-4%
Cc1cccc(C(=O)NCC(=O)NCCCSc2ccccc2)c1	0	21%	-3%	-23%	-7%	-1%	0%	1%	-17%
O=C(O)COc1ccccc1/C=N/NC(=O)c1cc(-c2ccccc2)nc2ccccc12	-2	-14%	nt	?	-4%	-10%	-14%	0%	-83%
O=S1(=O)N=C(N2CCN(Cc3ccc4c(c3)OCO4)CC2)c2ccccc21	2	8%	-1%[59 µM]	-5%	nt	25%	0%	-4%	0%
Cc1c(-c2ccccc2)oc2c(C(=O)N3CCN(c4ccc([N+](=O)[O-])cc4)CC3)cccc2c1=O	1	3%	-17%[59 µM]	-23%	?	4%	12%	6%	-27%
CCCC(=Nc1ccccc1OC)C1=C(O)CC(c2ccccc2)CC1=O (stereo unspecified)	-4	22%	?	-6%	0%	-18%	-38%	17%	5%
CC(C)C(NC(=O)c1ccco1)C(=O)OCc1cc([N+](=O)[O-])cc2c1OCOC2 (stereo unspecified)	2	-4%	?	-26%	-8%	0%	-24%	4%	6%
CCOc1ccccc1NC(=O)CSc1nnc(CCC(=O)Nc2ccccc2F)n1C	-5	15%	43%[activator]	-5%	-8%	16%	-3%	-4%	371%[activator]
O=C(c1cc2ccccc2s1)N1CCOCC1	3	49%[activator]	nt	4%	-2%	-4%	-1%	9%	58%[activator]
CCCCOC(=O)c1ccc(NC(=O)c2cnccn2)cc1	-2	2%	13%[12.7 µM]	-32%	-5%	-27%	-1%	13%	-2%
COc1ccc(Cn2nnc3c(C)n[nH]c(=O)c32)cc1	0	22%	10%	-1%	1%	-11%	13%	-1%	150%[activator]
COc1ccc2nc(/C=N/NC(=O)[C@@H]3CCCN3C(=O)OC(C)(C)C)ccc2c1	-1	20%	-141%[59 µM]	4%	-9%[15.4 µM]	-12%	-13%	2%	2%
Cc1ccc(NS(=O)(=O)c2cc(C(=O)NCCSC3CCCCC3)ccc2C)cc1	-2	20%	-36%[59 µM]	-26%	3%	8%	-15%	1%	-26%
Oc1ccccc1/C=N/Nc1ncc(Br)cn1	8	30%	12%[59 µM]	-12%	nt	-12%	-33%	2%	11%
COc1ccccc1CN1CCN(C(=O)c2ccco2)CC1	-1	50µM*	22µM*	1µM*	4%	0%	?	-1%	?
CC(=O)N1CCc2cc(S(=O)(=O)NCCC(=O)Nc3ccc4c(c3)OCCO4)ccc21	2	20%	25%[59 µM]	-5%	6%	16%	10%	12%	nt
CCC1=NN2C(=N)/C(=C/c3c(C)nn(-c4ccccc4)c3Cl)C(=O)N=C2S1	1	16%	-12%	-18%	-3%	7%	-6%	-2%	0%
C[C@H](NC(=O)c1nc[nH]c1C(=O)N[C@@H](Cc1ccccc1)C(=O)OC(C)(C)C)c1ccccc1	-3	39%[activator]	-11%[59 µM]	?	7%	7%	-21%	-2%	-7%
CCc1ccccc1NC(=O)C(C)n1nc([N+](=O)[O-])c(Br)c1C (stereo unspecified)	-3	24%	9%	-11%	nt	-9%	-2%	-1%	14%
CCOc1ccccc1C1CC(c2ccc(Cl)cc2)Nc2nc(N)nn21 (stereo unspecified)	-3	2%	-5%	-34%	-6%	-2%	-8%	17%	429%[activator]
Cc1sc2nc(NCCO)[nH]c(=O)c2c1C	2	10%	4%	-12%	-4%	39%	8%	4%	3%[57.4 µM]
Cc1cccn2c(=O)c3cc(C#N)c(=NC(=O)c4cccnc4)n(CC4CCCO4)c3nc12 (stereo unspecified)	-8	10%	nt	-27%	9%	15%	nt	1%	-21%
CN(CC(=O)NCc1ccccn1)S(=O)(=O)c1cc(Cl)ccc1Cl	-8	-11%	-4%[59 µM]	-10%	6%	-17%	8%	8%	-22%
Cc1cc(C)n2nc(C(=O)NC3CCCc4ccccc43)nc2n1 (stereo unspecified)	-10	-16%	4%	-11%	11%	4%	-9%	1%	0%
CCOC(=O)N1CCN(C(=O)COc2ccc(S(=O)(=O)NCC(C)C)cc2C)CC1	-6	14%	?	-1%	-1%	14%	-6%	-3%	-9%
N#CC(=C(O)COC(=O)CCC1CCCCC1)c1nc2ccccc2[nH]1	4	38%	nt	-6%	9%	-21%	nt	-1%	-2%
Cc1ccc(C)c(CSc2nnc(-c3cccnc3)n2N)c1	3	17%	7%	2%	-4%	33%	22%	-2%	-6%
CCOc1nc(Nc2ccccc2)nc(OCC)n1	-3	24%	18%	-8%	0%	29%	8%	14%	11%

4 entries drawn at random from the list so far, as already listed:
SMILES	PI4K2A inh	HP1b binding inh	G9a block	JMJD2A Tudor inh	ERG-DNA inh	RGS4 inhibitor	BAZ2B block	GLS inhibitor	12-LOX inh
Cc1cccc(N2C(=O)c3cccc4c(N5CCCCC5)c([N+](=O)[O-])cc(c34)C2=O)c1C	1	?	-11%[59 µM]	?	-2%	-12%	?	0%	-22%
CCOc1ccccc1C1CC(c2ccc(Cl)cc2)Nc2nc(N)nn21 (stereo unspecified)	-3	2%	-5%	-34%	-6%	-2%	-8%	17%	429%[activator]
Cc1cccn2c(=O)c3cc(C#N)c(=NC(=O)c4cccnc4)n(CC4CCCO4)c3nc12 (stereo unspecified)	-8	10%	nt	-27%	9%	15%	nt	1%	-21%
CC(C)OC(=O)CSc1nc(-c2ccc(F)cc2)cc(C(F)(F)F)n1	-10	208%[activator]	8%[59 µM]	97%[activator]	8%	-12%	141%[activator]	-2%	-13%

Other compounds follow.
SMILES	PI4K2A inh	HP1b binding inh	G9a block	JMJD2A Tudor inh	ERG-DNA inh	RGS4 inhibitor	BAZ2B block	GLS inhibitor	12-LOX inh
COc1ccc(/C=N/NC(=O)CCc2c(C)n[nH]c2C)cc1OC	1	15%	-39%[59 µM]	-12%	3%	-12%	4%	-8%	-15%
Cc1ccc(-n2ccnc2SCC(=O)N(CC(C)C)C2CCS(=O)(=O)C2)c(C)c1 (stereo unspecified)	-6	-18%	nt	20µM*	-16%	-66%[56.9 µM]	-30%	?	0%
CCN1CCN(c2c(S(=O)(=O)c3ccc(Cl)cc3)cnc3ccccc23)CC1	-3	2%	-41%[59 µM]	-21%	1%	6%	-18%	0%	21%&6%
CC(=O)Nc1ccc2nc(NC(=O)CS(=O)(=O)c3ccccc3)sc2c1	-4	36%	-40%	-20%	-6%	?	1%	3%	-41%
Cc1cc(C)c2c(c1)c1nnc(SCCN3CCOCC3)nc1n2C	-3	90%[activator]	?	-14%	3%	?	-6%	2%	16%
